Source: PubChem
HTR5A inv ag = inverse agonist of human HTR5A in OPRM1-OPRD1 counter-screen | HTR5A cell line, luminescence, inverse agonism | inhibition, % at 9.3 µM | 340,000 compounds, 0.083% hits; in the data active means inhibition mostly above about 23%, no sharp cut-off; inactive means mostly below about 18%;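 further: 0% = cells with DMSO and 100% = no-cell wells with DMSO; some compounds called inactive have numbers as strong as hits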
Target sequence (P47898 whole entry, looked up): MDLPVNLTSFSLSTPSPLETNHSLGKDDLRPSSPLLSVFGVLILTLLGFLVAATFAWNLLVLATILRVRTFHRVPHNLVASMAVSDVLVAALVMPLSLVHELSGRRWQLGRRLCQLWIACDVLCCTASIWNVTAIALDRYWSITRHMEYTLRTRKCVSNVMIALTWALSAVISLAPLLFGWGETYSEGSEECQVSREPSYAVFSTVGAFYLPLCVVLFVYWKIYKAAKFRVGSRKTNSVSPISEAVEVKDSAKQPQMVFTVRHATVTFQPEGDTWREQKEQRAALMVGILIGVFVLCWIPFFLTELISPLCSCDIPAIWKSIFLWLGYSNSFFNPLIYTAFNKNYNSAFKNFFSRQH
PKA-R2B activ = activates the human PKA-R2B holoenzyme complex; activation, % at 11.4 µM; 340,000 compounds, 0.079% hits; PKA-R2B holoenzyme dissociation, Cy5-IP20 fluorescence polarization; R2B truncated from residue 108, S112A mutant; 0% DMSO only, 100% 113 µM cGMP;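 active means activation above a cutoff set at the mean over all compounds plus 3 SD, cut at about 18% in these data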;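 further: higher means more holoenzyme dissociation and a rise in polarization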
Target sequence (P31323 whole entry, looked up, other chains not shown, the tested form may be a part): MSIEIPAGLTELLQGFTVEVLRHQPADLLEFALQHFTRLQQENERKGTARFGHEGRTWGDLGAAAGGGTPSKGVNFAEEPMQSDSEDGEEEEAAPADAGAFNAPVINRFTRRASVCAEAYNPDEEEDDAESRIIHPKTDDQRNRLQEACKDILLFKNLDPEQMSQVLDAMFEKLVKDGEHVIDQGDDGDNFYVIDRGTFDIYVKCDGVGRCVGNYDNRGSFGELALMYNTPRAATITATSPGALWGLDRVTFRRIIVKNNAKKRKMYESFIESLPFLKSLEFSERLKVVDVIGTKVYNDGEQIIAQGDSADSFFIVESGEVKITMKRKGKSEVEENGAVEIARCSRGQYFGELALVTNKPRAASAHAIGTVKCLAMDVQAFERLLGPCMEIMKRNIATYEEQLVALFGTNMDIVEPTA
Mot1-301 SUMO = SUMOylation pathway inhibition by Mot1-301 growth rescue; S. cerevisiae Mot1-301 growth rescue, ATP luminescence, 38.5C; percent above DMSO median, 100 means doubled; growth rescue, % at 18.8 µM; 320,000 compounds, 1% hits; AID 2716;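 active means every valid replicate shows activation above 250% relative to neutral control wells; inactive means the rest, any valid replicate at or below 250%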;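 further: OY570 slx delta 5 strain wells were the positive control but not used for scaling; some compounds called inactive have numbers as strong as hits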
PfHsp90 set2 = growth inhibition of yeast expressing Plasmodium Hsp90; 310,000 compounds, 0.32% hits; S. cerevisiae expressing PfHsp90, BacTiter-Glo ATP, 48 h; yeast lacking PDR1 and PDR3 efflux regulators; inhibition, % at 9.4 µM;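 active means every replicate shows inhibition above about 80%, whatever the replicate mean, limit read from the data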;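 further: 0% = DMSO neutral controls and 100% = 20 µM radicicol positive controls; yeast relying on Plasmodium falciparum Hsp90 in place of its own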
PKA-R1A act = PKA-R1A complex activation. P00514+P68181. PKA-R1A dissociation, Cy5-IP20 fluorescence polarization; scaled: DMSO 0%, 113 µM cGMP 100%. activation, % at 11.4 µM. 340,000 compounds, 0.083% hits. AID 504707;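 active means percent activation above the mean of all tested compounds plus 3 SD, cut at about 19% in these data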;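 further: higher means more PKAc released from R1A so a rise in polarization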
AddAB inh = less growth of phage-infected E. coli with AddAB; E. coli expressing H. pylori AddAB, absorbance growth; inhibition, % at 11.9 µM; 330,000 compounds, 0.29% hits; AID 435030; in the data active means inhibition above about 12%;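 further: 0% = vehicle wells of infected cells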
MOR-DOR ag = agonists of human mu-delta opioid receptor heterodimerization; 340,000 compounds, 0.3% hits; cells, OPRM1-OPRD1 heterodimerization, luminescence; activation, % at 9.3 µM; AID 504326; in the data active means activation above about 18%;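 further: 0% = vehicle-treated cells and 100% = reference agonist; values of inactives mirror those of a sister screen read the other way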
phage Ecoli inh = E. coli growth loss with phage present. growth absorbance. inhibition, % at 11.9 µM. 360,000 compounds, 0.26% hits. AID 651602; in the data active means inhibition above about 11%
Tat export inh = blocks Tat-dependent protein export in E. coli; inhibition, % at 10 µM; E. coli MC4100 TorA-mCherry Tat export, fluorescence; 340,000 compounds, 0.036% hits; AID 488895;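 active means mean replicate inhibition at least 50% and at least half of replicates individually reaching 50%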;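 further: exported cargo escapes ClpAP degradation while cytoplasmic cargo is degraded and loses fluorescence; 0% = median of neutral control wells and 100% = median of NaSCN control wells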
Ecoli viability = counter-screen for AddAB inhibitors: E. coli growth inhibition | E. coli V3065 growth, OD600 absorbance, 18 h | inhibition, % at 11.9 µM | 330,000 compounds, 0.27% hits | AID 449728;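 active means inhibition above the campaign's mean inhibition across all tested compounds plus 3 SD, cut at about 9.9% in these data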;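 further: uninfected addAB+ strain grown without phage in ampicillin broth; 0% = DMSO wells and 100% = ciprofloxacin 0.95 µg/ml wells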
OPRM1-OPRD1 inv = inverse agonists of human mu-delta opioid receptor heterodimerization | P35372+P41143 | cell-based MOR-DOR heterodimer luminescence, inverse agonism | inhibition, % at 9.3 µM | 340,000 compounds, 0.21% hits | AID 504357; in the data active means inhibition above about 22%, passing the limit was not always enough;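 further: 0% = cells with DMSO and 100% = wells without cells with DMSO; values of inactives mirror those of a sister screen read the other way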
An asterisk follows results filed as active; . = no result given. Hits appear at their usual frequency, and some 2.2% of all compounds hit somewhere here.

SMILES | HTR5A inv ag | PKA-R2B activ | Mot1-301 SUMO | PfHsp90 set2 | PKA-R1A act | AddAB inh | MOR-DOR ag | phage Ecoli inh | Tat export inh | Ecoli viability | OPRM1-OPRD1 inv
O=S(=O)(Nc1ccccc1)c1ccc(S(=O)(=O)N2CCCC2)cc1 | 7 | -5 | -1 | 7 | -3 | 1.4 | -0.4 | 2.2 | 2 | 0.3 | 2
O=C(c1cc(Cl)cc(Cl)c1)N1CCOCC1 | 2 | -1 | -22 | 2 | -2 | 1.6 | -2.6 | 2.2 | -4 | 2.1 | 14
COc1ccc(NC(=O)CN(C)C(=O)CCCc2c[nH]c3ccccc23)cc1 | -6 | -11 | -12 | -20 | 4 | 1.7 | -1.5 | 2.3 | 0 | 1.3 | 8
COC(=O)C(C)NC(=O)C12CC3CC(CC(C3)C1)C2 (stereo not given) | -16 | 2 | -5 | -2 | 0 | 3.5 | -2.8 | -0.2 | -3 | 1.6 | 13
Cc1ccccc1NC(=O)c1ccc(CN2CCC(Cc3ccccc3)CC2)cc1 | 4 | 2 | 11 | -12 | -9 | -0.8 | 2.0 | 3.0 | 0 | 0.0 | -11
COCCn1c(C)cc(C2=NNC(=Nc3ccc(OC)cc3)SC2)c1C | -7 | -1 | -11 | -8 | 1 | -1.1 | -0.7 | . | 4 | -3.4 | 4
CCC(C)NC(=O)CNS(=O)(=O)c1ccc(C)cc1 (stereo not given) | 14 | -4 | 11 | 29 | -14 | 3.7 | -1.9 | 2.1 | -6 | -3.3 | 8
CC(=O)Nc1cccc(C(=O)/C=C/c2ccc[nH]2)c1 | -4 | 11 | 8 | 18 | 4 | 8.3 | -3.9 | 7.3 | -15 | 11* | 21
O=C(C1CC1)N1CCN(c2ccc(O)cc2)CC1 | -1 | 0 | 19 | -3 | -3 | 5.9 | -1.1 | 3.3 | 4 | 1.1 | 6
Cc1ccc(C)c(Cn2ncc3ccccc32)c1 | -18 | 1 | 266 | 16 | 0 | -1.0 | -1.3 | 3.1 | -8 | -4.6 | 6
CCOC(=O)Oc1ccc2c(=O)c(Oc3cccc(C)c3)coc2c1 | -3 | 11 | 101 | . | 0 | 1.1 | -0.2 | 1.5 | -14 | -2.1 | 1
Cc1ccc2[nH]c(C)c(CCNC(=O)C3CCCCC3C(=O)OCC(F)(F)F)c2c1 (stereo not given) | -23 | -3 | 2 | 43 | 4 | 4.1 | -0.4 | 2.1 | -5 | 0.6 | 2
COc1cccc(-c2ccc3ncnc(N(C)Cc4ccco4)c3c2)c1 | 6 | -3 | -12 | -8 | -25 | 2.3 | 1.6 | 0.2 | 6 | 2.0 | -9
COc1ccc(CCNC(=O)CS(=O)(=O)c2cn(CC(=O)N(C(C)C)C(C)C)c3ccccc23)cc1OC | -14 | -4 | -10 | 23 | 1 | -0.4 | 2.3 | -3.0 | 3 | -0.4 | -12
Cn1cc(Cl)c(C(=O)N/N=C/c2ccc3c4c(cccc24)CC3)n1 | -2 | 4 | 2 | 8 | 1 | 3.3 | -0.5 | . | -5 | 1.4 | 3
Cc1ccc(C(C)C)c(OCC(=O)NN2C(=O)c3ccccc3C2=O)c1 | -3 | -5 | -10 | 3 | -4 | -0.4 | -1.5 | 3.9 | -7 | -1.4 | 7
Cc1ccc(N(C(=O)Cn2nnc3ccccc32)C(C(=O)NC2CCCCC2)c2cn(C)nc2C)cc1 (stereo not given) | 9 | -9 | 835* | -20 | -5 | 0.9 | -3.9 | 3.1 | 18 | -0.2 | 18
CSc1c(C#N)c(N)c(C#N)c2c1COC(C)(C)C2 | 5 | 3 | 1 | 20 | -6 | -0.9 | 4.5 | -0.1 | -8 | -1.3 | -24
Cc1nnc(SCC(=O)Nc2ccc(-c3nc4ccccc4s3)cc2)s1 | -32 | -1 | 13 | 8 | 3 | -0.8 | 1.6 | 3.2 | -8 | 2.1 | -8
CCCN1C2CCCC1CC(NC(=O)c1cc(OC)c(OC)c(OC)c1)C2 (stereo not given) | 4 | -7 | -13 | -11 | 6 | 3.1 | -0.4 | 1.2 | -5 | 2.5 | 2

Single entries from the results shown.
Cc1ccccc1NC(=O)c1ccc(CN2CCC(Cc3ccccc3)CC2)cc1 in MOR-DOR ag is entered as 2.0
COCCn1c(C)cc(C2=NNC(=Nc3ccc(OC)cc3)SC2)c1C in Tat export inh is entered as 4

(next part)
SMILES | HTR5A inv ag | PKA-R2B activ | Mot1-301 SUMO | PfHsp90 set2 | PKA-R1A act | AddAB inh | MOR-DOR ag | phage Ecoli inh | Tat export inh | Ecoli viability | OPRM1-OPRD1 inv
NC12NC(=O)C3(O)C4C5CC(C6C5C3C61)C42 (stereo not given) | 0 | -4 | -3 | 8 | 1 | 5.1 | -3.8 | 0.1 | 4 | 0.8 | 18
COc1cc(/C=N/N(C)S(=O)(=O)c2ccc(C)cc2)cc([N+](=O)[O-])c1O | 1 | -8 | -23 | -105 | 1 | 0.3 | -2.0 | 3.2 | 4 | -0.8 | 11
COc1ccc(C(=O)CC(=O)C(=O)Nc2ccccc2)cc1 | -12 | -4 | -14 | 6 | -6 | 2.2 | 0.7 | -0.8 | 1 | 0.0 | -4
O=C(NC(=S)Nc1ccccc1N1CCOCC1)c1ccc(-c2cc(Cl)ccc2Cl)o1 | -46 | 0 | 4 | 9 | -7 | 2.1 | 1.3 | 1.4 | 0 | 1.2 | -7
CC(Sc1nnnn1-c1ccc(O)cc1)C(=O)NC1CCCCC1C (stereo not given) | -13 | -9 | 1 | -10 | -11 | 3.7 | -2.2 | 2.8 | 1 | -0.3 | 13
CC(=O)NC12CC3CC(C1)CC(C(=O)N1CCN(C(=O)c4ccco4)CC1)(C3)C2 | -1 | -11 | -10 | -37 | -9 | 0.8 | -2.2 | -1.6 | 2 | 0.9 | 9
CC1Cc2ccccc2N1Cc1cc(=O)c(OCC(=O)Nc2ccccc2)co1 (stereo not given) | -12 | 0 | -2 | 13 | 10 | -0.6 | 1.0 | 6.9 | 0 | 1.6 | -7
O=C(O)C12C[C@H]3C[C@@H](C1)CC(n1ncc(N4CCN(c5ccccc5)CC4)c(Cl)c1=O)(C3)C2 | -6 | 0 | 0 | 4 | -3 | 0.7 | 0.0 | 2.1 | -9 | 0.2 | 0
CCOC(=O)CSc1nc(C)cc(C)c1C(N)=O | 2 | -3 | 3 | 45 | -8 | -0.5 | -2.5 | 2.0 | -14 | 0.3 | 13
COC(=O)CCN(C(=O)c1ccc(Cl)c([N+](=O)[O-])c1)c1ccccn1 | 15 | -14 | 3 | 15 | -1 | 2.1 | -0.5 | -1.5 | -2 | 0.3 | 3
CCOc1ccccc1CNC(=O)c1ccccc1NC(=O)C1=CSCCO1 | 10 | -4 | -6 | -19 | 3 | 3.9 | -1.3 | 1.5 | 11 | 0.8 | 7
COc1ccc(CC(=O)N(C)CC(=O)Nc2ccccc2Cl)cc1S(=O)(=O)N1CCOCC1 | -17 | -1 | 0 | 6 | 4 | 1.2 | -2.8 | -0.1 | 26 | 0.2 | 12
CCN(CCO)C(=S)Nc1cc(C(=O)OC)ccc1C(=O)OC | -2 | -9 | -3 | . | 3 | 1.5 | -1.0 | 1.7 | 8 | 1.4 | 5
Cc1ccc(CCNC(=O)CN(c2cc(C)cc(C)c2)S(=O)(=O)c2c(C)noc2C)cc1 | 4 | 0 | -6 | 2 | -8 | 1.5 | -1.8 | -0.8 | 5 | 0.2 | 9
O=C(COC(=O)c1ccccc1)Nc1cc(Cl)ccc1Oc1ccccc1 | -1 | -4 | 465 | 34 | -6 | 0.7 | 2.0 | 5.7 | -3 | -0.6 | -10
CCN1CCN(Cc2c(O)ccc3c2O/C(=C\c2ccc(C)cc2)C3=O)CC1 | -2 | -13 | -5 | 2 | 2 | -1.0 | 1.9 | 4.3 | -6 | 0.3 | -13
C/C(=N\S(=O)(=O)c1ccc(C)cc1)N1CCN(S(=O)(=O)c2ccccc2)C1C(C)C (stereo not given) | 23 | -11 | -7 | 22 | 2 | 0.8 | 2.2 | 0.9 | 24 | 3.5 | -12
Cc1ccccc1NS(=O)(=O)c1cc(C(=O)NCc2ccco2)ccc1C | 12 | -7 | 0 | 2 | -10 | -0.6 | 0.4 | 0.4 | -1 | 1.9 | -3
CC(=O)N1CCN(S(=O)(=O)c2ccc(S(=O)(=O)NC3CCCCC3)cc2)CC1 | -5 | 5 | 0 | 30 | -1 | -2.6 | -1.5 | -0.6 | -6 | -2.6 | 9
CC1CC(C)CN(CCCNC(=O)c2ccc(CS(=O)(=O)Cc3cccc(Cl)c3)o2)C1 (stereo not given) | 22 | -13 | 4 | 5 | -9 | 2.0 | -1.3 | 3.0 | -5 | 1.8 | 7
Cc1cccc(/C(N)=N/OC(=O)Cc2ccccc2)c1 | -3 | 6 | -17 | 8 | -1 | 2.0 | 4.0 | 1.6 | 6 | -2.5 | -21
O=C(O)c1cc(=O)c2ccccc2[nH]1 | 16 | 11 | 1 | 4 | 3 | 3.0 | -3.2 | 2.3 | 2 | -0.7 | 16
Cc1cccn2c(=O)c3cc(C(=O)NC4CCCC4)c(=N)n(Cc4ccc(F)cc4)c3nc12 | 4 | -7 | -9 | -8 | 3 | 0.8 | -3.0 | 1.7 | 1 | -3.7 | 15
COc1ccc2c(c1)CC(=O)NC=C2 | 10 | -6 | . | . | 3 | -0.1 | -2.9 | 2.6 | 4 | 2.1 | 14
COc1cc(NC(=O)CN(c2cc(C)cc(C)c2)S(=O)(=O)c2c(C)noc2C)cc(OC)c1 | -4 | -2 | 0 | 0 | 1 | 3.1 | -2.1 | 3.5 | 0 | -2.1 | 11
CC(C)OCC(O)CN1CCN(C(c2ccccc2)c2ccccc2)CC1 (stereo not given) | 11 | 5 | -4 | -2 | 10 | -0.7 | 0.1 | 3.5 | -4 | 2.1 | 0
COc1ccc(NC(=O)C2CCN(C(=O)NC3CCCCC3)CC2)c(OC)c1 | -24 | -14 | 2 | . | 6 | 1.3 | -1.1 | 2.5 | 0 | -1.5 | 6
O=[N+]([O-])c1ccc(Oc2ccc(S(=O)(=O)N3CCOCC3)cc2)cc1 | -2 | -1 | -1 | -11 | -2 | 1.4 | 0.8 | 2.7 | -2 | 1.8 | -4
COc1cccc2c1C1(O)C2CCCCCCCCCC12OCCCO2 (stereo not given) | -2 | 4 | . | -8 | -13 | . | 4.6 | 2.1 | 2 | . | -22
COC(=O)C1CCN(C(=O)c2cc(=O)[nH]c3ccccc23)CC1 | -4 | -11 | -1 | 16 | 1 | 1.9 | -1.7 | -0.3 | -4 | 0.0 | 9
Cn1c(=O)n(CC(N)=O)c(=O)c2c1nc(Br)n2Cc1ccccc1 | 5 | 11 | 0 | -13 | 4 | 0.6 | -3.2 | 2.3 | 6 | 2.5 | 15
